FBA Mtb inh: Mtb fructose-bisphosphate aldolase inhibition | P9WQA3 | purified M. tuberculosis FBA, fluorescence read-out | inhibition, % at 1 µM | 360,000 compounds, 2.3% hits | AID 588726; in the data active = inhibition above about 27%;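 also: 0% = vehicle and 100% = reference inhibitor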
Target sequence (P9WQA3 whole entry, looked up): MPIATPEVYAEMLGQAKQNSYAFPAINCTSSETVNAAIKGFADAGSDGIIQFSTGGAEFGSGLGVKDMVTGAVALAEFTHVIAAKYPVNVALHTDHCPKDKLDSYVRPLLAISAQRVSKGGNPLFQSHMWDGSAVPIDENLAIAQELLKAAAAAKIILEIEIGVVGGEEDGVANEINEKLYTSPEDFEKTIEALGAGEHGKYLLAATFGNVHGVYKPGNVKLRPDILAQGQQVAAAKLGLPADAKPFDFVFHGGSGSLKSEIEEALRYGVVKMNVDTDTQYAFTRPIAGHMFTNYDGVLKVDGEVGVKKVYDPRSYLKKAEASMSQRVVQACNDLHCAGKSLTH
UGM FP inh: inhibitors of M. tuberculosis UDP-galactopyranose mutase | P9WIQ1 | purified UGM, fluorescence polarization probe displacement | inhibition, % at 10 µM | 320,000 compounds, 0.06% hits | AID 504406; in the data active = inhibition above about 10%, passing the limit was not always enough; inconclusive = no clear call, values can overlap the other calls
Target sequence (P9WIQ1 whole entry, looked up): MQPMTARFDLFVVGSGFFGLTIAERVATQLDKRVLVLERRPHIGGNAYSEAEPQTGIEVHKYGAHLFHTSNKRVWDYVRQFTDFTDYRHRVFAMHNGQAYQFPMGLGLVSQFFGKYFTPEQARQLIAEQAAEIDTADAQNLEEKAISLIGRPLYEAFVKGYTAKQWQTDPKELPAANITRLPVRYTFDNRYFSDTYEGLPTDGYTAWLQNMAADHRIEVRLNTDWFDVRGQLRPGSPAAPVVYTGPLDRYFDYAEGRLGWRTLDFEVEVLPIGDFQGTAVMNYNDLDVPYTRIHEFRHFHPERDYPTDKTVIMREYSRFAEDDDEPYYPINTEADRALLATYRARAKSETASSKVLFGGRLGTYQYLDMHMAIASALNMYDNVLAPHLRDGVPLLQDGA
FadD28 FP inh: M. tuberculosis FadD28 bisubstrate binding inhibition. FadD28 bisubstrate probe binding, fluorescence polarization. AID 588549. 360,000 compounds, 0.22% hits. inhibition, % at 12.5 µM; in the data active = inhibition above about 8.5%, passing the limit was not always enough; inconclusive = no clear call, values can overlap the other calls
BoNT A protease: BoNT A light chain protease inhibition. multiplex microsphere protease substrate cleavage, flow cytometry. inhibition, % at 10 µM. 360,000 compounds, 0.17% hits; in the data active = inhibition above about 30%; inconclusive = no clear call, values can overlap the other calls; also: plate controls were buffer without enzyme for full effect and enzyme alone for no effect
BoNT F protease: BoNT F light chain protease inhibition; Multiplex microsphere protease cleavage assay, flow cytometry; 360,000 compounds, 0.22% hits; inhibition, % at 10 µM; in the data active = inhibition above about 35%, passing the limit was not always enough; inconclusive = no clear call, values can overlap the other calls; also: plate controls were buffer without enzyme for full effect and enzyme alone for no effect
CCHFV vOTU inh: CCHFV vOTU protease inhibition. Pep-AMC fluorescence. AID 651958. inhibition, % at 11.5 µM. 370,000 compounds, 0.55% hits; also: 0% = vehicle wells with enzyme and 100% = no enzyme wells
GDH-TPI counter: counter-screen for M. tuberculosis FBA inhibitors: GDH-TPI coupled enzymes | GDH-TPI coupled enzyme counterscreen, NADH absorbance | inhibition, % at 4.8 µM | 360,000 compounds, 1.2% hits | AID 588335;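 also: 0% = DMSO wells and 100% = wells lacking the enzyme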
PrPC surface inh: reduces human prion protein on the cell surface | cell surface PrPC, TR-FRET read-out | inhibition, % at 13.8 µM | 370,000 compounds, 0.43% hits | AID 720596; in the data active = inhibition above about 24%; also: 0% = median of the test wells and 100% = reference compound wells
Mtb BioA inh: inhibitors of Mycobacterium tuberculosis BioA enzyme; purified M. tuberculosis BioA enzyme, plate reader; inhibition, % at 9.99 µM; 360,000 compounds, 0.096% hits; in the data active = inhibition above about 40%; inconclusive = no clear call, values can overlap the other calls
* hit, by the source's call; ? = inconclusive; / = no result given; & = joins results of further samples. Rule as the data show it, unless noted: active = inhibition above about 30%; inactive = the rest.

Compound	FBA Mtb inh	UGM FP inh	FadD28 FP inh	BoNT A protease	BoNT F protease	CCHFV vOTU inh	GDH-TPI counter	PrPC surface inh	Mtb BioA inh
COc1cccc(NC(=O)c2nc3nc(C)cc(C(F)F)n3n2)c1	0.4	4.9	0.2	0.6	1.2	2.5	3.0	0.8	-2.3
COC(=O)c1ccn(CSc2c(F)c(F)cc(F)c2F)n1	-2.9	1.4	-2.9	2.0	-4.9	4.4	1.0	3.0	0.0
CC(C)Cc1nc2sc3c(c2c(=O)n1N)CC(C)(C)OC3	4.8	0.6	1.0	0.8	3.9	-15.0	4.9	8.4	0.4
COc1cccc(S(=O)(=O)N(C)C[C@H]2Oc3cc(Br)ccc3S(=O)(=O)N([C@@H](C)CO)C[C@H]2C)c1	0.3	/	-3.3	-0.7	2.8	17.2	1.0	-0.2	0.5&-1.3
Cc1ccc(NC(=O)COC(=O)Cn2nc(C)c([N+](=O)[O-])c2C)c([N+](=O)[O-])c1	4.9	-1.0	-0.7	0.5	-3.5	0.8	11.0	-9.2	-0.9
O=S(=O)(NC1CCCC1)c1ccc(S(=O)(=O)N2CCN(c3ccccc3)CC2)cc1	0.2	2.4	0.3	-0.2	-11.2	6.1	3.6	0.8	-2.6
CCN(C[C@H]1N[C@@](C)(C(=O)OC)[C@H]2C(=O)N(C)C(=O)[C@@H]12)C(=O)Nc1ccc(C(F)(F)F)cc1	5.8	0.0	-2.5	0.1	-6.0	-0.4	0.0	-2.3	-0.8
COC(=O)c1sc(C(F)(F)F)c(-c2ccccc2)c1S(=O)(=O)N(C)C	/	-1.1	0.3	0.1	-3.6	-4.5	/	-4.8	/
O=C(N[C@@H](Cc1ccccc1)C(=O)N[C@@H](Cc1ccccc1)C(=O)O)OCc1ccccc1	1.4	-1.2	-1.9	-0.6	-8.4	1.6	-6.9	-4.3	-0.6
CN(CC(=O)O)Cc1oc(CO)cc(=O)c1O	0.9	/	0.8	0.5	3.8	0.5	6.9	5.4	/
Cc1ccccc1NC(=O)Cc1ccccc1	1.1	-0.1	-4.6	-0.6	-0.5	-3.2	-3.2	-0.1	-2.0
CNC(=O)COC(=O)/C=C/c1cn(-c2ccccc2)nc1-c1ccc(C)o1	4.5	-0.5	-4.6	-1.4	-10.0	-4.8	12.6	1.2	-1.3
COc1ccc(Nc2cc(C)nc(NCc3ccccc3)n2)cc1	2.2	0.1	-1.4	/	/	-3.4	2.3	18.0	2.5
Cc1ccc2nc(NCCCO)nc(-c3ccccc3)c2c1	31.5*	-2.4	-2.2	0.8	-6.7	-32.1	5.2	-14.1	1.0
O=C(NC1CCCC1)c1ccc(COCC(F)(F)F)o1	1.5	-0.3	0.8	0.1	-6.6	-11.6	9.0	-1.5	/
O=C(OCC(=O)N1CCCC1)c1cc(Cl)ccc1Cl	-5.3	-0.2	-2.6	0.0	-14.6	-17.8	15.6	-3.6	-0.6
O=C(O)c1ccc(NC(=O)c2ccc3c(c2)C(=O)N(CC2CCCO2)C3=O)cc1 (configuration not stated)	-2.4	2.0	1.3	-5.8	-20.2	7.0	0.7	-6.7	/
COc1ccc2nc(NCCCO)[nH]c2c1	-0.3	-2.3	1.0	0.1	-3.8	-10.8	3.8	-1.4	0.6
CCC(C)(C)NC(=O)c1cc(S(=O)(=O)N2CCc3ccccc32)cn1C	4.0	0.8	0.8	-1.2	-4.6	2.8	7.2	10.4	-3.0
CCN(C[C@H]1N[C@@](CC)(C(=O)OC)[C@H]2C(=O)N(Cc3ccccc3)C(=O)[C@@H]12)C(=O)COC	4.8	/	-0.4	-0.6	-4.2	-8.8	3.6	-3.6	-0.3
CC(C)Sc1nnc(-c2ccc(S(=O)(=O)N3CCOCC3)cc2)n1C	22.1	7.7	0.3	-0.2	5.3	-0.6	0.4	-9.2	-1.8
CC(C)(C)c1ccc(C(=O)O[C@H]2[C@H](Cc3ccccc3)NS(=O)(=O)[C@H]3C[C@@H]4C=C[C@]23O4)cc1	0.0	2.4	-0.4	-0.2	0.4	19.4	12.9	3.0	-0.6
O=C(COC(=O)c1cccnc1Cl)NCCCc1ccccc1	-0.6	-2.3	-3.5	-0.1	7.2	-4.9	2.8	7.8	3.6
COc1ccc(NS(=O)(=O)c2ccc(OCC(=O)N3CCN(C)CC3)cc2)cc1Cl	-1.7	1.6	-3.1	0.1	2.6	10.1	-7.0	4.5	1.1
COc1ccc(N(CC(=O)NCCc2ccccc2)C(=O)c2csnn2)cc1	3.1	-0.8	-2.1	1.0	6.2	-10.7	-6.9	0.7	-0.6
CCn1nc(NS(=O)(=O)c2ccccc2)c2cc3ccccc3nc21	-1.6	-1.8	-2.7	1.0	-2.1	4.9	-8.7	-6.1	0.7
Cc1ccccc1S(=O)(=O)Cc1ccc(C(=O)NCc2cccs2)o1	-1.8	0.1	-2.0	3.3	27.6	10.1	-5.3	6.5	/
COc1ccc(CN2CCC(n3nccc3NC(=O)C3CC3)CC2)c(Cl)c1OC	1.3	2.9	-1.6	1.1	5.4	5.1	-0.3	0.0	0.2
Cc1ccc(C)c(OCc2cc(C(=O)N3C[C@@H](C)O[C@@H](C)C3)no2)c1	0.5	0.9	1.2	0.3	-14.6	0.8	8.9	8.4	1.0
CC(=Nc1ccccc1N)c1c(O)n(C)c(=O)n(C)c1=O	2.5	2.5	-0.3	-4.4	-14.8	12.3	4.5	-11.8	0.1

In another format: three of the compounds above
Cc1ccc(NC(=O)COC(=O)Cn2nc(C)c([N+](=O)[O-])c2C)c([N+](=O)[O-])c1
  FBA Mtb inh: 4.9
  UGM FP inh: -1.0
  FadD28 FP inh: -0.7
  BoNT A protease: 0.5
  BoNT F protease: -3.5
  CCHFV vOTU inh: 0.8
  GDH-TPI counter: 11.0
  PrPC surface inh: -9.2
  Mtb BioA inh: -0.9
COc1ccc(CN2CCC(n3nccc3NC(=O)C3CC3)CC2)c(Cl)c1OC
  FBA Mtb inh: 1.3
  UGM FP inh: 2.9
  FadD28 FP inh: -1.6
  BoNT A protease: 1.1
  BoNT F protease: 5.4
  CCHFV vOTU inh: 5.1
  GDH-TPI counter: -0.3
  PrPC surface inh: 0.0
  Mtb BioA inh: 0.2
COc1ccc(N(CC(=O)NCCc2ccccc2)C(=O)c2csnn2)cc1
  FBA Mtb inh: 3.1
  UGM FP inh: -0.8
  FadD28 FP inh: -2.1
  BoNT A protease: 1.0
  BoNT F protease: 6.2
  CCHFV vOTU inh: -10.7
  GDH-TPI counter: -6.9
  PrPC surface inh: 0.7
  Mtb BioA inh: -0.6

(listing goes on)
Compound	FBA Mtb inh	UGM FP inh	FadD28 FP inh	BoNT A protease	BoNT F protease	CCHFV vOTU inh	GDH-TPI counter	PrPC surface inh	Mtb BioA inh
Cc1ccc(C(=O)/C=C/NNC(=O)c2ccccc2O)cc1	-2.8	2.7	-2.8	-0.5	23.3	11.3	3.4	1.4	-0.7
CC(C)C(=O)N1CCN(c2nc(-c3ccc(Cl)cc3)cs2)CC1	-3.6	-0.2	1.1	-0.9	-4.3	-0.5	2.6	7.9	/
NNc1nc2c(-c3cccc(C(F)(F)F)c3)nnn2c2ccccc12	12.7	-1.2	-2.2	7.9	25.4	-10.4	0.0	9.7	0.1
CC(=O)c1ccc2c(c1)c1ccccc1n2CC(C)C	14.9	0.2	-2.8	0.2	-2.3	5.2	10.7	-4.5	-1.2
Cc1ccc(-c2cc(C(=O)OCC(=O)NC3CC3)c3ccccc3n2)cc1	36.5*	/	-2.2	3.9	4.7	-4.4	9.2	-5.1	2.9
Cc1cc(C(=O)O)cc(S(=O)(=O)N2CCOCC2)c1C	-0.8	-2.5	-4.3	4.0	32.1	-0.9	-5.3	-5.9	/
O=c1c2cccnc2[nH]c(=S)n1CCCN1CCN(c2ccc(F)cc2)CC1	1.6	3.5	0.2	-0.3	4.4	8.0	-5.0	-3.3	-1.8
COc1ccc(NC(=O)N2CCCC(c3nc(-c4ccc(OC)cc4)no3)C2)cc1 (configuration not stated)	-0.1	1.2	-2.4	-0.4	-0.8	9.6	5.0	17.6	0.5
CC(C)CC(NC(=O)OC(C)(C)C)c1cn([C@@H](Cc2ccc(O)cc2)C(=O)N2CCN(C(=O)OC(C)(C)C)CC2)nn1 (some centres not stated)	-1.5	3.5	-4.1	-0.3	-1.3	16.2	-1.4	5.8	2.7
COc1ccc(/C=N/NC(=O)CCn2cnc(-c3ccccc3)c2-c2ccccc2)cc1	-4.2	-3.6	-8.6	-0.5	1.7	13.7	-7.8	12.9	/
Cc1ccsc1/C=N/NC(=O)Cc1ccc(Cl)cc1	1.5	-0.2	-1.9	0.5	-3.5	7.8	13.8	-4.4	-0.1
O=C(NCc1ccncc1)NC1CCCCC1	3.6	7.2	1.2	-0.2	-3.3	-0.4	1.9	-0.1	/
O=C1[C@H]2[C@@H]3CCN1CCC[C@@H]2C=C[C@@H]3c1ccc(Br)cc1	/	/	/	0.4	8.8	-2.9	/	9.8	/
COc1cc(O)c(C(CCN2CCCC(C)C2)c2cc(OC)c(OC)c(OC)c2)c(OC)c1 (configuration not stated)	-0.6	-1.4	-0.7	0.1	0.7	-5.0	-1.7	-7.0	-2.4
COc1ccccc1C(=O)N1CCN(c2nc3cc(C)c(C)cc3cc2C#N)CC1	18.5	0.2	0.7	8.4	16.0	2.4	14.3	1.5	-1.0
Cc1nnsc1C(=O)NC1CCCc2c1cnn2-c1ccc(F)cc1F (configuration not stated)	-0.8	2.4	/	-0.9	-7.4	-4.4	-1.7	7.1	-2.4
CC(=O)Nc1ccc(S(=O)(=O)N2CCC(N3CCCC3)CC2)cc1	0.4	4.9	-3.1	-1.2	1.1	1.5	-9.6	-7.3	-0.7
COc1ccc(S(=O)(=O)Nc2ccc3c(c2)C(=O)N([C@H](C)CO)C[C@@H](C)[C@@H](CN(C)S(=O)(=O)c2ccc(Cl)cc2)O3)cc1	-1.0	0.2	-2.8	-0.3	-5.0	-2.3	10.3	2.9	-6.6
CCn1cc(CCCC(=O)NCc2ccc(OC)cc2)c2ccccc21	1.3	-3.0	-3.0	-1.8	-1.4	-0.8	6.2	3.0	0.4
C=C(C)CNC(=S)NNC(=O)CCn1c2cc(Cl)ccc2c2ccc(Cl)cc21	2.4	1.3	-2.8	0.0	-5.6	-7.7	9.9	8.4	2.8
CC(NC(=O)/C=C/c1ccc(Br)cc1)c1ccc(Cl)cc1 (configuration not stated)	2.4	-0.6	-2.9	-0.3	-2.4	-8.3	2.5	-0.4	-1.2
CCN(CC)C(=O)Cn1cc(C(=O)C(=O)NCC2COc3ccccc3O2)c2ccccc21 (configuration not stated)	-3.6	1.0	-1.5	0.4	-0.4	16.5	12.9	0.3	/
Cc1cc(OCC(=O)Nc2ccncc2)ccc1[N+](=O)[O-]	0.0	/	-2.7	-0.7	-6.1	8.1	13.4	9.8	0.2
CCC1(CC)NC(=O)N(CC(=O)OCC(=O)Nc2ccc(C(F)(F)F)cc2)C1=O	-1.4	1.7	-7.5	-0.3	?	10.7	-9.7	0.7	0.5
CCc1ccc(NC(=O)CSc2ccc(-c3ccco3)nn2)cc1	-2.2	-3.1	-1.8	-0.5	-4.3	-1.1	1.2	2.1	/
Cc1cccc(N/C(N)=N/c2nc(C)cc(C)n2)c1	-3.7	1.6	-0.4	1.3	2.5	-8.4	-16.5	-5.5	/
CC(C)c1ccc(NC(=O)COc2ccc(F)cc2C(=O)c2cnn(-c3ccccc3)c2)cc1	0.1	0.2	1.2	0.4	-5.2	1.8	5.2	2.7	-4.8
COc1ccc(OCc2cc(C(=O)NC(C)Cc3cccnc3)no2)c(Cl)c1 (configuration not stated)	-3.4	3.3	-3.0	0.2	-1.6	6.9	-15.0	7.2	1.3

Rewritten with two lines to a compound: entries from further up
Below each SMILES: FBA Mtb inh	UGM FP inh	FadD28 FP inh	BoNT A protease	BoNT F protease	CCHFV vOTU inh	GDH-TPI counter	PrPC surface inh	Mtb BioA inh
- COc1ccccc1C(=O)N1CCN(c2nc3cc(C)c(C)cc3cc2C#N)CC1
 : 18.5	0.2	0.7	8.4	16.0	2.4	14.3	1.5	-1.0
- Cc1nnsc1C(=O)NC1CCCc2c1cnn2-c1ccc(F)cc1F (configuration not stated)
 : -0.8	2.4	/	-0.9	-7.4	-4.4	-1.7	7.1	-2.4

Rows were taken by chance; any-hit rate near 4.8%.
